# Casp6 inh: inhibitors of human caspase-6 | actives 0.53% (n = 350,000) | AID 686996 | P55212 | inhibition, % at 12.5 µM | purified caspase-6, Z-VEID-R110 cleavage fluorescence;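 active = mean inhibition across replicates at least about 35%, with every replicate also reaching that limit, limit read from the data; inconclusive = only one of the two criteria met; inactive = neither criterion met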;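 note: 0% = median of neutral control wells and 100% = no fluorescence left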
# Target sequence (P55212 24-179 limits assumed): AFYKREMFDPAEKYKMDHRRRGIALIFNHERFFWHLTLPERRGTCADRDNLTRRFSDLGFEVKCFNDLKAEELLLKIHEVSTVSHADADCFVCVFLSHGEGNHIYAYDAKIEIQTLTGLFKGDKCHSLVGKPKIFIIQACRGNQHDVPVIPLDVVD
# Target sequence (P55212 194-293 limits assumed): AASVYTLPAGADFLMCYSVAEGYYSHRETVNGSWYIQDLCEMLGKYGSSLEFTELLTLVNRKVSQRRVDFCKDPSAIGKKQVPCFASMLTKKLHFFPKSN
# SIRT5 block: inhibitors of human sirtuin-5 desuccinylase. inhibition, % at 15 µM. actives 1.1% (n = 330,000). Purified SirT5, succinyl-peptide AMC, trypsin-coupled fluorescence; in the data active = inhibition above about 15%; inconclusive = no clear call, values can overlap the other calls
# Target sequence (Q9NXA8 whole entry, looked up): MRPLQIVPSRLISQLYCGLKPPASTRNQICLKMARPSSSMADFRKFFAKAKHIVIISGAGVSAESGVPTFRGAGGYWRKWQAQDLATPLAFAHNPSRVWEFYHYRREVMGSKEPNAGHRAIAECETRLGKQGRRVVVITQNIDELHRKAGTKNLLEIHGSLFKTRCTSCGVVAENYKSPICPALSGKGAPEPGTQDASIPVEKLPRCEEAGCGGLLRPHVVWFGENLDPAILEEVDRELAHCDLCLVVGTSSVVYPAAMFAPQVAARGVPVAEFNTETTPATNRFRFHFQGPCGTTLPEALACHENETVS
# LGR2 antag: Drosophila LGR2 receptor signaling inhibition. HEK293 LGR2, CRE-luciferase, bursicon-stimulated, 4 h. actives 0.35% (n = 380,000). inhibition, % at 9.99 µM;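 active = drop in luminescence signal, shown as inhibition above about 50% in the replicate tests, limit read from the data, passing the limit was not always enough; inconclusive = probably only some replicates passing the limit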;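 note: agonist challenge used bursicon conditioned medium at about half maximal strength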
# C2C12 statin: protects C2C12 myotubes from simvastatin toxicity; actives 0.78% (n = 330,000); ATP luminescence, 48 h; scaled: DMSO 0, geranylgeraniol control 100; rescue of ATP level, % at 7.49 µM;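 active = mean ATP rescue above about 67%, or every replicate alone reaching that limit, limit read from the data, passing the limit was not always enough; inconclusive = no clear call, values can overlap the other calls; inactive = mean under the limit and some replicate under it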;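 note: myotubes were challenged with 10 µM simvastatin during compound exposure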
# S100A4 inh HTS: inhibitors of human S100A4 binding to myosin IIA peptide. inhibition, % at 10.7 µM. P26447. S100A4/TAMRA-MyoIIA peptide fluorescence polarization. actives 0.14% (n = 360,000). AID 652163;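 active = mean inhibition of at least 70% across replicates, with every replicate also reaching that level; inconclusive = mean inhibition reaches 70% but some replicates fall short; inactive = mean inhibition below 70%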
# Target sequence (P26447 whole entry, looked up): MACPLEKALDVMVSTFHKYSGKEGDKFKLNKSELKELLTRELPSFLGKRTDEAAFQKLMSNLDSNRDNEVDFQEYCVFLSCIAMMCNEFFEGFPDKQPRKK
#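 Material: S100A4 monomer protein | Medium: HEPES pH 7.2 with CaCl2, KCl, NaCl, DTT, Triton | Reagent: Labelled myosin peptide probe, 5 nM | Doses: One dose per compound | Times: 5 min incubation before reading | Benchmarks: Neutral control DMSO, positive control TFP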
# FN deposit inh: fibronectin deposition inhibition; AH1F fibroblasts, Alexa488-fibronectin deposition fluorescence, overnight; inhibition, % at 12.6 µM; actives 0.086% (n = 350,000); AID 743247;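 active = mean inhibition across replicates of 30% or more, regardless of how many single replicates reach that level; inconclusive = mean under 30% yet at least half of replicates reach 30%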;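 note: positive control wells lacked labelled fibronectin entirely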
#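 Assay system: AH1F fibroblasts / Quantity: 10000 cells per well / Medium: DMEM plus 2% serum, read in PBS / Reagent: labelled fibronectin 24 nM / Dosing: single dose, pinned / Times: 1 h cell attachment, overnight exposure to compound and label / Signal: fluorescence, ex 485 nm, em 525 nm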
# esBAF inh: blocks esBAF chromatin remodeling in mouse ES cells; actives 2% (n = 350,000); Bmi1-luciferase knock-in reporter, 24 h; 100% = twice the neutral-well signal; reporter increase, % at 12.5 µM; in the data active = activation above about 40%; inconclusive = no clear call, values can overlap the other calls;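 note: 0% = median of the plate's neutral control wells and 100% = double that signal; a rise in the Bmi1 reporter signal indicates esBAF inhibition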
# Numbers without * were called inactive; u = inconclusive; x = not tested or not shown; & = joins results of further samples. These rows are one share of the data, so the mix of outcomes need not match the whole.
SMILES,Casp6 inh,SIRT5 block,LGR2 antag,C2C12 statin,S100A4 inh HTS,FN deposit inh,esBAF inh
C[C@@H]1CN([C@@H](C)CO)C(=O)c2cccc(NS(=O)(=O)c3cccs3)c2O[C@@H]1CN(C)CC1CCCCC1,0,-2,18,3,-17,-9,-2
COC(=O)c1nc(NC(=O)c2cc(OC)c(OC)c(OC)c2)n[nH]1,6,-4,-2,35,-2,2,1
CCOC(=O)c1c(NC(=S)NC)sc2c1CC(C)(C)SC2,x,x,-4,x,0,-13,x
O=S1(=O)N=C2CCCCCN2C(c2ccc(Br)cc2)N1 (stereo not given),7,-1,19,x,6,-10,x
COCCN1C(=O)C(=O)/C(=C(/O)c2ccc(S(=O)(=O)N3CCOCC3)cc2)C1c1ccc(OC)c(OC)c1 (stereo not given),3,1,10,x,-5,11,x
CC(C)[C@@H](CO)N(C)S(=O)(=O)c1ccccc1Br,-2,x,7,3,2,-1,-2
CCOc1ccc(-c2nc(-c3ccc(OC)cc3)no2)cc1OCC,x,x,x,22,x,-1,3
C[C@@H]1CCCCO[C@H](CN(C)S(=O)(=O)c2ccc(F)cc2)[C@@H](C)CN([C@H](C)CO)C(=O)c2cc(NC(=O)c3ccccc3)ccc2O1,1,1,-9,x,-1,3,3
N#C[C@@H]1[C@H](c2ccccc2-c2cccc(F)c2)[C@H](CO)N1C(=O)c1cccnc1,-1,3,-3,x,7,-3,x
COC(=O)c1ccc(NC(=O)CSc2nnc(-c3cccnc3)o2)cc1,-1,0,-12,-13,3,-5,11
C[C@H]1CN([C@@H](C)CO)C(=O)c2cc(NC(=O)CCN3CCOCC3)ccc2O[C@H]1CN(C)C(=O)Nc1ccc(F)cc1,-3&-1,-5&-6,2&-31,10&15,3&-3,-11&3,9&0
CS(=O)(=O)Nc1cccc(C2=NN(C(=O)c3ccccc3)C(c3cccs3)C2)c1 (stereo not given),3,-1,17,-16,2,-1,1

# In the list so far, these contain bromine.
SMILES,Casp6 inh,SIRT5 block,LGR2 antag,C2C12 statin,S100A4 inh HTS,FN deposit inh,esBAF inh
O=S1(=O)N=C2CCCCCN2C(c2ccc(Br)cc2)N1 (stereo not given),7,-1,19,x,6,-10,x
CC(C)[C@@H](CO)N(C)S(=O)(=O)c1ccccc1Br,-2,x,7,3,2,-1,-2

# Additional compounds follow:
SMILES,Casp6 inh,SIRT5 block,LGR2 antag,C2C12 statin,S100A4 inh HTS,FN deposit inh,esBAF inh
O=C(C1CC1)N1CCc2cc(Br)cc(S(=O)(=O)N3CCOCC3)c21,x,x,x,-13,x,5,1
O=C(NCc1cccnc1)c1ccc(Br)s1,-2,9,11,-6,0,17,3
c1ccc(SCc2cn(C[C@H]3CC[C@@H]([C@@H]4CC[C@H](Cn5cc(CSc6ccccc6)nn5)O4)O3)nn2)cc1,-1,-2,9,2,1,1,3
CCC(c1nnc(SCC(=O)Nc2ccc(N3CCOCC3)cc2)n1Cc1ccccc1)N(C)C (stereo not given),0,-3,-9,-4,-5,-4,-5
O=C(NCC(=O)N1CCN(c2ccccc2O)CC1)C1CCCCC1,1,-3,6,x,-1,-1,x
Cc1ccc(-c2ccc3c(c2)O[C@H](CN(C)Cc2cncnc2)[C@H](C)CN([C@@H](C)CO)S3(=O)=O)cc1,x,x,2,-20,x,x,-1
O=C(COC(=O)c1ccccc1C(=O)c1ccccc1)NCCc1ccccc1,0,-2,-7,-3,2,1,-3
O=C(NCc1ccncc1)C(=O)NCC1OCCCN1S(=O)(=O)c1ccc(F)cc1 (stereo not given),-2,-3,9,6,2,3,-7
CCn1cc(C(=O)NC2CCCC2)c(=O)c2cc(S(=O)(=O)N3CCOCC3)ccc21,0,-2,-3,x,-4,1,x
CCn1c(CN2CCOCC2)nnc1SCC(=O)Nc1ccc(C(C)=O)cc1,-5,-2,11,6,1,0,3
COc1ccccc1C(=O)NC(=O)COC(=O)CCOc1ccccc1C,13,-3,0,1,-3,10,10
CCC1CN(C(=O)N2CCC(C(=O)NCCc3ccccc3)CC2)c2ccccc2O1 (stereo not given),-2,-1,9,5,15,-10,-8
COCC(=O)Oc1c(Sc2ccccc2[N+](=O)[O-])c(C)nn1C(C)(C)C,-8,2,4,4,-29,-2,-8
COc1ccc(C)cc1NC(=O)C(OC(=O)c1cnc(C)cn1)c1ccccc1 (stereo not given),-2,2,-11,x,-3,6,x
Clc1ccc(-c2cc(-c3ccccn3)on2)c(Cl)c1,1,3,80*,-27,0,0,-77
O=C(CSc1nnc(-c2cccs2)o1)OCc1ccccc1,0,-1,5,x,-3,x,x
Cc1cc(C)c(-c2csc(NC(=O)C3=COCCO3)n2)c(C)c1,2,-1,6,8,-9,2,29
Cn1c(CNC(=O)c2ccc(F)cc2)cc2ccccc21,-2,1,-17,3,4,-1,1
Cc1c(N)cccc1-n1cnnn1,x,-2,13,x,4,-9,x
Cc1nc2sccn2c(=O)c1S(=O)(=O)NCc1ccccc1Cl,-4,x,-7,x,-4,-5,-1
COc1ccc(S(=O)(=O)N(C)C[C@H]2Oc3ccc(NS(=O)(=O)c4ccc(F)cc4)cc3CC(=O)N([C@@H](C)CO)C[C@@H]2C)cc1,4,9,21,1,-4,x,1
CC1CCC(CN2C(Nc3ccccc3)=NC[C@@H]2Cc2ccccc2)CC1 (stereo not given in full),0,x,5,-7,-5,4,-7
C[C@@H]1CN([C@@H](C)CO)C(=O)Cc2cc(N(C)C)ccc2O[C@H]1CN(C)S(=O)(=O)c1ccc(F)cc1,3,2,-14,1,4,x,-4
C[C@@H]1CCCCO[C@@H](CN(C)Cc2ccncc2)[C@@H](C)CN([C@H](C)CO)C(=O)c2cc(NC(=O)c3ccccc3)ccc2O1,-2&-2,-6&3,-21,-5&-12,-8&12,3,2&2

# Fetched by compound from above, two records:
SMILES,Casp6 inh,SIRT5 block,LGR2 antag,C2C12 statin,S100A4 inh HTS,FN deposit inh,esBAF inh
COc1ccc(S(=O)(=O)N(C)C[C@H]2Oc3ccc(NS(=O)(=O)c4ccc(F)cc4)cc3CC(=O)N([C@@H](C)CO)C[C@@H]2C)cc1,4,9,21,1,-4,x,1
C[C@@H]1CCCCO[C@@H](CN(C)Cc2ccncc2)[C@@H](C)CN([C@H](C)CO)C(=O)c2cc(NC(=O)c3ccccc3)ccc2O1,-2&-2,-6&3,-21,-5&-12,-8&12,3,2&2

# Entries of single compounds as entered above. Screens in order: Casp6 inh	SIRT5 block	LGR2 antag	C2C12 statin	S100A4 inh HTS	FN deposit inh	esBAF inh
# Shown for COCC(=O)Oc1c(Sc2ccccc2[N+](=O)[O-])c(C)nn1C(C)(C)C = -8	2	4	4	-29	-2	-8
# Shown for O=C(CSc1nnc(-c2cccs2)o1)OCc1ccccc1 = 0	-1	5	x	-3	x	x
# Shown for Cn1c(CNC(=O)c2ccc(F)cc2)cc2ccccc21 = -2	1	-17	3	4	-1	1
# Shown for C[C@@H]1CCCCO[C@@H](CN(C)Cc2ccncc2)[C@@H](C)CN([C@H](C)CO)C(=O)c2cc(NC(=O)c3ccccc3)ccc2O1 = -2&-2	-6&3	-21	-5&-12	-8&12	3	2&2
# Shown for Cc1c(N)cccc1-n1cnnn1 = x	-2	13	x	4	-9	x

# (more compounds)
SMILES,Casp6 inh,SIRT5 block,LGR2 antag,C2C12 statin,S100A4 inh HTS,FN deposit inh,esBAF inh
COC(=O)[C@@H](NS(=O)(=O)c1ccc(F)cc1Br)C(C)C,-2,2,9,9,2,6,-1
C[C@@H]1CCCCO[C@H](CN(C)C(=O)c2ccncc2)[C@@H](C)CN([C@@H](C)CO)C(=O)c2cc(NS(C)(=O)=O)ccc2O1,-1,1,5,x,-6,x,-7
COc1ccccc1S(=O)(=O)Cc1ccc(C(=O)NCCN(C)C)o1,-6,-2,-1,4,1,5,-5
COc1ccc(CC2CCOC2=O)cc1 (stereo not given),x,x,x,2,x,-4,-5
CCN(CC)S(=O)(=O)c1cccc(C(=O)N[C@H](C(=O)NCc2ccccc2F)C(C)C)c1,x,x,x,5,x,-22,4
CC(C)CC(NC(=O)C1CCCCC1)C(=O)NC(C)c1ccccc1 (stereo not given),1,-5,-7,5,0,2,3
N=c1c[n+](N2CCOCC2)[n-]o1,-2,-4,10,-5,-6,-1,5
CC(Oc1cccc(Cl)c1)C(=O)Nc1ccncc1 (stereo not given),0,x,24,-1,1,1,5
C[C@@H]1CC=C[C@H]2[C@H]1C(=O)N(Cc1ccccc1)[C@H]2c1ccc2ccccc2c1/C=C/c1ccccc1,-3,-5,6,9,-1,-1,0
Cn1c(-c2ccc(F)cc2)cnc1NCc1ccc(C#N)cc1,0,-12,-13,1,5,2,7
Cc1ccc(NC(=O)CN2CCOCC2)c(Br)c1,-2,-2,-15,9,-2,-3,18
Cc1nnc(Cc2ccco2)c2n[nH]c(C)c12,9,x,7,5,9,x,-11
O=C(c1cc(-c2ccccc2)nc2ccccc12)N1N=C(C(F)F)CC1(O)C(F)F (stereo not given),4,0,-60,8,-2,x,-5
CCOc1ccccc1NS(=O)(=O)c1csc(C(N)=O)c1,-2,-3,24,3,-5,3,5
O=C1C2CCC(C2)C1CN1CCOCC1 (stereo not given),-4,x,27,1,0,4,16
Cc1noc(C)c1NC(=O)Nc1cccc2c1O[C@H](CN(C)S(=O)(=O)c1ccccc1)[C@H](C)CN([C@H](C)CO)C2=O,x,x,-8,-13,x,x,4
CC(=O)c1cc(CN2CCC(C(=O)Nc3cccc(-c4cscn4)c3)CC2)cs1,-2,-1,9,x,12,-10,x
COc1cc(NC(=O)C2=C(N3CCOCC3)/C(=C/c3ccc(Cl)cc3)CC2)cc(OC)c1OC,0,-2,32,x,-5,-7,x
NC(=S)NN=C1CCCCCCCCC1,0,-4,-11,x,27,-6,x
CCOC(=O)c1ccccc1NC(=O)c1cccs1,x,x,x,9,x,-4,0
Fc1ccc2nc(N3CCCC3)sc2c1,0,-5,-59,u,34,-2,u
CNc1c(-n2cc(C(=O)OC)c(C(=O)OC)c2C(=O)OC)c(=O)n(C)c(=O)n1C,-2,0,-5,2,-2,7,-5
Cc1ccc(NC(=O)CC2C(=O)NCCN2C(=O)c2ccc(F)cc2)cc1 (stereo not given),-1,-2,12,x,6,-13,x
C[C@@H]1CN([C@H](C)CO)C(=O)c2cccc(NC(=O)c3ccncc3)c2O[C@H]1CN(C)S(=O)(=O)c1cccs1,0,3,-5,-14,u,x,6
COc1cccc(-c2ocnc2C(=O)Nc2ccc(N3CCOCC3)cc2N2CCOCC2)c1,-4,-3,-22,-7,8,-4,-3
O=C(c1nc(-c2ccccc2)n(-c2ccccc2)n1)N1CCCCCC1,x,x,x,3,x,-10,-3

# 4 structures from above, ordered by formula weight, low to high:
SMILES,Casp6 inh,SIRT5 block,LGR2 antag,C2C12 statin,S100A4 inh HTS,FN deposit inh,esBAF inh
O=C(NCC(=O)N1CCN(c2ccccc2O)CC1)C1CCCCC1,1,-3,6,x,-1,-1,x
COCCN1C(=O)C(=O)/C(=C(/O)c2ccc(S(=O)(=O)N3CCOCC3)cc2)C1c1ccc(OC)c(OC)c1 (stereo not given),3,1,10,x,-5,11,x
c1ccc(SCc2cn(C[C@H]3CC[C@@H]([C@@H]4CC[C@H](Cn5cc(CSc6ccccc6)nn5)O4)O3)nn2)cc1,-1,-2,9,2,1,1,3
C[C@@H]1CCCCO[C@H](CN(C)C(=O)c2ccncc2)[C@@H](C)CN([C@@H](C)CO)C(=O)c2cc(NS(C)(=O)=O)ccc2O1,-1,1,5,x,-6,x,-7

# Bioassay records (PubChem BioAssay)
